# PvdQ inh: P. aeruginosa PvdQ acylase inhibitors, primary screen, biochemical, fluorescence, plate reader and imaging, single point; PvdQ acylase [Pseudomonas aeruginosa LESB58]; purified PvdQ acylase; inhibition, % at 10 µM; 340,000 compounds, 0.063% hits; AID 488965, 2010; in the data active = inhibition above about 30%, passing the limit was not always enough; inconclusive = no clear call, values can overlap the other calls;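 note: 0% = vehicle neutral wells and 100% = reference inhibitor wells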
# Rtt109 HAT inh: inhibitors of C. albicans Rtt109/Vps75 HAT, primary screen, biochemical, ThioGlo CoA-SH fluorescence, plate reader | Histone acetyltransferase RTT109 (Candida albicans (strain SC5314 / ATCC MYA-2876)), … | purified Rtt109/Vps75, 4 h | inhibition, % at 34.9 µM | 330,000 compounds, 0.16% hits | AID 540336, 2011;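 active = inhibition of at least 50% in every replicate; inconclusive = best replicate reaches 50% inhibition but some replicates fall short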
# Target sequence (Q5AAJ8 whole entry, looked up): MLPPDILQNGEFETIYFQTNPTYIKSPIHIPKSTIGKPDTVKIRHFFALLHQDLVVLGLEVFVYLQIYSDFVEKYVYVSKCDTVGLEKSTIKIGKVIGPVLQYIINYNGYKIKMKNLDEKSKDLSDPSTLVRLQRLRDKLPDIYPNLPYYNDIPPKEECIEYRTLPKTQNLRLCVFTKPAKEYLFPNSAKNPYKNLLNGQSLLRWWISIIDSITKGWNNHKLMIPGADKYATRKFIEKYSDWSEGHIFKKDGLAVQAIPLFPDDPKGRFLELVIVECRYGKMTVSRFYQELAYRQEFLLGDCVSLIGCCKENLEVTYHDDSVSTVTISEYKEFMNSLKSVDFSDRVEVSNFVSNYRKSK
# MITF TRPM1 HTS: activators of MITF-driven TRPM1 promoter reporter, primary screen, cell-based, SK-MEL-5, luciferase, single point; SK-MEL-5 TRPM1-promoter luciferase, 24 h; % of positive control, neutral wells = 0; activation, % at 12.5 µM; 300,000 compounds, 0.75% hits;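 active = mean activation of at least 80% with every replicate also reaching 80%; inconclusive = mean reaches 80% but some replicate falls short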;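 note: 0% = neutral control wells and 100% = parthenolide positive control wells; values of inactives mirror those of a sister screen read the other way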
# Wnt bcat act: Wnt/beta-catenin pathway activators, primary screen, cell-based, plate reader, single point. activation, % at 9.35 µM. 300,000 compounds, 1.2% hits. Wnt/beta-catenin reporter cell assay, activator. AID 743398, 2014; in the data active = activation above about 30%, passing the limit was not always enough; inconclusive = no clear call, values can overlap the other calls;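 note: 0% = neutral control wells and 100% = positive control wells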
# SR-BI DiI inh: inhibitors of SR-BI mediated HDL lipid uptake, primary screen, ldlA[mSR-BI] cells, fluorescence, single point. 320,000 compounds, 0.96% hits. ldlA[mSR-BI] CHO cells, DiI-HDL uptake fluorescence, 3 h. AID 488896, 2010. inhibition, % at 12.5 µM;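 active = mean replicate inhibition of at least 70% and a set share of replicates each scoring 70 or more; inconclusive = meets just one of the two criteria; inactive = fails both criteria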;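 note: 0% = median of neutral control wells and 100% = median of positive control wells; values of inactives mirror those of a sister screen read the other way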
# dFosB activator: activators of delta FosB homodimer, primary screen, biochemical, fluorescence polarization, TAMRA-CDK5 oligo, single point; purified delta FosB; percent of positive-control signal above neutral wells; activation, % at 25 µM; 340,000 compounds, 0.99% hits;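 active = mean activation above about 17%, with every replicate also reaching it, limit read from the data, passing the limit was not always enough; inconclusive = only one of the two conditions met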;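 note: fluorescence polarization rise as delta FosB binds a TAMRA Cdk5 AP-1 oligo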
# Target sequence (P13346 whole entry, looked up): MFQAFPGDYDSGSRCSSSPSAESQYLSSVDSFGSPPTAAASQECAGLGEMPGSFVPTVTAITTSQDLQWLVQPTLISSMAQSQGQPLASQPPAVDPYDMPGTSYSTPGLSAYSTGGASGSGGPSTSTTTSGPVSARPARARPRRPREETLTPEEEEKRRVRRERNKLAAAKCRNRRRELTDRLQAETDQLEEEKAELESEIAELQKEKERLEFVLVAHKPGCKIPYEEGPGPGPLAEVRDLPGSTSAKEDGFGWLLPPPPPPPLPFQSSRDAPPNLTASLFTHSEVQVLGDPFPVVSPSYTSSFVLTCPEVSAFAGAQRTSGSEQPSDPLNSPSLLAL
# SR-BI uptake up: activators of SR-BI mediated DiI-HDL uptake, primary screen, ldlA[mSR-BI] CHO cells, DiI fluorescence; 3 h; 100 = double the neutral-control signal; activation, % at 12.5 µM; 320,000 compounds, 0.096% hits;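 active = mean replicate activation of at least 60% and every replicate at or above 60%; inconclusive = mean or all-replicate condition met, but not both; inactive = mean below 60% and not all replicates reaching 60%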;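 note: 0% = median plate neutral-control signal and 100% = twice that signal; values of inactives mirror those of a sister screen read the other way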
#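 material = CHO ldlA[mSR-BI] cells | medium = Ham's F12 with 0.5% BSA, HEPES 25 mM, pH 7.4 | reagent = fluorescent DiI-HDL, 10 µg/mL final | compound dosing = single-point compound dose | incubation = 3 h, 37 °C | measured by = bottom-read fluorescence, 550/595 nm | measure = HDL uptake via cellular fluorescence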
# CDK5 p35 inh: inhibitors of human CDK5/p35 kinase, primary screen, biochemical, single concentration; Recombinant CDK5/p35, ADP-Glo luminescence, 60 min; inhibition, % at 10 µM; 330,000 compounds, 0.01% hits; AID 488839, 2010;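 active = highest replicate inhibition of at least 50% and at least 75% of replicates reaching 50%; inconclusive = only one of the two criteria met; inactive = both criteria failed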;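 note: plate controls were DMSO neutral control for no effect and GW8510 at 10 µM for full effect; many of its hits are not listed in these tables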
# HTR5A ag: HTR5A agonists in luminescence cell assay, primary screen, counter-screen for OPRM1-OPRD1 heterodimer agonist project, full-deck HTS; 5-hydroxytryptamine receptor 5A (Homo sapiens), P47898; activation, % at 9.3 µM; 340,000 compounds, 0.61% hits; cell-based; AID 504692, 2011; in the data active = activation mostly above about 9.5%, no sharp cut-off; inactive = mostly below about 7.6%;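 note: 0% = cells with vehicle only and 100% = reference agonist; strong numbers were not always called active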
# Target sequence (P47898 whole entry, looked up): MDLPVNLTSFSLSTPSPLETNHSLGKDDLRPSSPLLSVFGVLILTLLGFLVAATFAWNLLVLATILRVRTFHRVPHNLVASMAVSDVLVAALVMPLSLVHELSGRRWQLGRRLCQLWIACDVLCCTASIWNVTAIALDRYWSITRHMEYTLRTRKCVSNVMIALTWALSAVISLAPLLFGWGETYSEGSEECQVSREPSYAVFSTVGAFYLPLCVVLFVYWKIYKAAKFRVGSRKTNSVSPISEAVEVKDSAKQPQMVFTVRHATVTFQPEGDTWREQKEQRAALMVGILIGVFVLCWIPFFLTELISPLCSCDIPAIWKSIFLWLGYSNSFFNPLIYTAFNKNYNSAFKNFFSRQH
# RTF Ca sens act: cardiac RTF calcium sensitivity activators, primary screen, biochemical, IANBD-TnC fluorescence, EC20 calcium; Troponin I, cardiac muscle (Homo sapiens) + Troponin T, cardiac muscle (Homo sapiens) + …; IANBD-labeled TnC RTF fluorescence at EC20 calcium; 0% EC20 calcium, 100% full calcium; activation, % at 7.2 µM; 340,000 compounds, 0.24% hits;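 active = activation above the mean over all tested compounds plus 3 SD, cut at about 30% in these data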;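 note: rise in fluorescence read as greater calcium sensitivity of cardiac thin filaments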
# Starred values were filed as active, the others as inactive; i = inactive; u = inconclusive; x = not tested or not shown.
structure	PvdQ inh	Rtt109 HAT inh	MITF TRPM1 HTS	Wnt bcat act	SR-BI DiI inh	dFosB activator	SR-BI uptake up	CDK5 p35 inh	HTR5A ag	RTF Ca sens act
CCOC(=O)C1CCN(S(=O)(=O)c2ccc(NC(C)=O)c(Cl)c2)CC1	0	-9	x	0	-3	-8	3	0.6	-4	0
O=c1c(N2CCOCC2)c(N2CCOCC2)c1=O	-17	-6	-12	0	-25	-1	25	1.1	0	4
O=C1CCN(Cc2ccc(Cl)cc2)N1	-16	2	21	0	x	-7	x	2.7	2	0
CCN(CC)c1ccc(C(=O)OCC(=O)N2CCCC2)cc1	-8	-2	-13	x	6	-7	-6	-1.7	-1	-5
COCCCNC(=S)N1CCC(C(=O)c2ccc3c(c2)OCCO3)CC1	6	5	-11	6	62	-3	-63	-0.3	1	0
CCCc1cc(=O)oc2cc(C)cc(OCC(=O)NCC(O)c3ccccc3)c12 (stereo unspecified)	-7	-6	-9	-2	43	-22	-43	0.7	-3	5
Cc1ccccc1Nc1c(-c2ccc(N3CCOCC3)cc2)nc2cnccn12	-13	5	36	33*	x	-9	x	-2.4	0	-1
Cc1cc(C(=O)Nc2cccc3c2O[C@H](CN(C)CC2CC2)[C@@H](C)CN([C@H](C)CO)C3=O)n(C)n1	-15	1	-6	1	-15	0	15	-1.7	10	0
Cc1ccc(C)c(Cn2c(=O)n(CCC(=O)NCc3ccco3)c(=O)c3ccccc32)c1	-8	-1	1	-2	43	16	-43	3.0	9	-6
COc1ccc(C(=O)Oc2ccc(N(C)S(=O)(=O)c3ccccc3)cc2)cc1[N+](=O)[O-]	-1	8	-2	-4	26	-4	-26	-0.1	6	-4
Cn1c(=NC(=O)C(C)(C)C)sc2cccc(F)c21	5	-2	18	6	x	2	x	1.8	-2	-5
Cn1c(-c2cccc([N+](=O)[O-])c2)cnc1NCc1ccc(C#N)cc1	-14	11	8	-1	6	-7	-6	-1.7	0	2
Cc1ccccc1NC(=O)Nc1nc2ccc(S(C)(=O)=O)cc2s1	7	-1	47	u	-18	3	18	0.1	1	4
O=C1[C@@H]2[C@@H]3C[C@@H]([C@H]4ON=C(c5ccc(Cl)cc5)[C@@H]34)[C@@H]2C(=O)N1C1CCCCC1	9	-1	5	x	-29	-5	29	-0.8	6	-1
CCOC(=O)C1CCN(C(=O)CCC(=O)NNc2nc3ccccc3c3nc(C)nn23)CC1	-10	-5	9	0	-7	-8	7	1.5	-1	-2
COc1cc(/C=C2\NC(=S)N(C)C2=O)ccc1O	-6	10	18	3	5	1	-5	-1.3	1	7
O=C(NCCN1CCOCC1)c1cc(Br)ccc1Cl	2	-2	-1	-1	4	3	-4	0.9	1	-7
O=C(O)C1(NS(=O)(=O)c2ccc(F)c(Cl)c2)CCCCC1	-9	-7	-1	x	-11	2	11	0.1	3	3
Cc1ccc(C(=O)NNC(=O)c2ccncc2)cc1S(=O)(=O)N1CCCCC1	-9	1	1	1	-14	-8	14	1.2	-3	-7
O=C(c1ccncc1)N1CCCC(N2CCN(c3ccc(F)cc3)CC2)C1 (stereo unspecified)	-11	1	2	1	-48	-1	x	-4.6	-9	-3
CCOc1ccccc1NC(=O)C1CCCN1C(=O)OCc1ccccc1 (stereo unspecified)	11	-13	-5	-1	56	3	-56	0.5	-1	-2
Cc1ccccc1-n1c(=O)c(C#N)cc2c(=O)n3ccccc3nc21	-23	i	-5	x	-23	1	23	-0.9	-3	1
O=C(Nc1c2c(nn1-c1ccc(F)cc1)CS(=O)C2)c1ccc(S(=O)(=O)N2CCOCC2)cc1 (stereo unspecified)	2	0	-4	-3	-16	-1	16	0.8	-6	-1
Cc1nnc2sc(-c3ccco3)nn12	-14	5	8	1	-9	-3	9	-2.5	-1	8
Cc1nnc(SCC(=O)N2CCN(c3cccc(Cl)c3)CC2)n1C1CC1	-12	2	-5	-1	-4	3	4	-0.1	3	3
O=C1NC(=O)C(CC(=O)N(Cc2cccs2)C2(C(=O)NC3CCCC3)CCCCC2)N1 (stereo unspecified)	-24	2	0	x	-1	2	1	-1.4	8	6
COc1ccc(OC)c(/C=C/c2nc3ccccc3[nH]c2=O)c1	3	-14	1	0	43	-2	-43	-0.6	7	72*
COc1ccc(NS(=O)(=O)c2ccc(Oc3cccc(C(=O)O)c3)cc2)cc1	2	-5	-7	1	2	-2	-2	-1.2	-2	-1
COC(=O)CCCNC(=O)c1ccccn1	-2	-13	13	2	-14	0	14	-0.1	1	-2
O=C(Nc1ccc(Cl)cc1)Nc1nnc(/C=C/c2ccccc2)s1	11	x	-25	6	x	5	x	1.9	9	2
Cc1ccccc1C(=O)Nc1nc2c(C)csc2c(=O)s1	11	11	x	-1	56	-1	-56	1.1	-2	2
O=C(NCCc1ccc(F)cc1)c1ccc(Cl)c(S(=O)(=O)N2CCOCC2)c1	-18	0	5	3	7	1	-7	-0.2	4	-2
O=C(Nc1ccccc1)C1=C(c2ccccc2)S(=O)(=O)CCS1(=O)=O	-9	2	-80	-2	-6	-3	6	0.7	-5	-1
Cn1c2c(c(=O)n1-c1ccccc1)CSCC2	-10	1	x	-2	-5	-11	5	1.4	4	3
Cc1ccc(Cl)cc1N1CCN(C(=O)CN2C(=O)c3cccc4cccc2c34)CC1	6	-4	x	-5	7	-11	-7	0.0	-2	-4
CC(C)c1cc(C(F)(F)F)n2nc(C(=O)Nc3ccc4c(c3)OCO4)cc2n1	-16	7	45	17	61	-7	-61	0.0	6	-2
CC1CCCN(C(=S)SCC(=O)O)C1 (stereo unspecified)	-10	-1	5	x	-14	-1	14	1.4	11	-2
Cc1cc(/C=C2/C(=N)N3C(=NC2=O)SN=C3S(C)(=O)=O)c(C)n1-c1ccc(F)cc1	-7	22	48	14	-9	-11	9	0.8	3	5
CCNC(=S)NNC(=O)CSc1nc2ccccc2n1C	-12	-11	-7	2	-2	-1	2	1.1	-3	-3
Cc1ccc(C(=O)OCC(=O)N(C)c2ccccc2)cc1C	-24	2	10	-4	17	0	-17	-3.6	-1	0
Cn1c(=O)n(-c2ccccc2)c(=O)c2c3c(sc21)COC(C)(C)C3	-4	12	1	x	4	-4	-4	0.9	-1	3
CCCc1nnc(NC(=O)CCC(=O)N2CCN(C3c4ccccc4-c4ccccc43)CC2)s1	-12	2	-3	x	x	-13	x	1.1	0	9
CC(C)CNC(=O)c1cccc(Cn2cc(Cl)cn2)c1	1	-5	5	x	x	5	x	0.2	-1	2
COc1cc(C(=O)NCc2ccco2)c(Br)c(OC)c1OC	1	x	-7	x	-7	1	7	0.1	-2	-1
Cc1cc(=O)[nH]c(SCC(=O)Nc2ccc(Br)cc2)n1	-13	-6	-7	2	-2	3	2	1.0	3	-1
CCCOc1ccc(-c2nc(N3CCN(CC)CC3)c3ccccc3n2)cc1	-10	-3	22	0	58	-10	-58	-0.9	1	1
CCCCCCCC/C=C\CCCCCCCC(=O)NCCO	5	11	7	-3	-10	7	10	-0.3	2	-3
COc1ccc(N/C(=C2\CCCC2=O)C2CCCCC2)cc1	-9	4	2	1	1	-7	-1	-1.1	-1	-6
CCCCCCC(=O)N(O)C1CC(=O)N(Cc2ccccc2)C1=O (stereo unspecified)	8	-2	x	-5	20	-5	-20	-5.5	0	4
CCN(CC(=O)Nc1ccc(C(=O)OC)cc1)C1CCCCC1	-11	5	-6	1	x	-14	x	-0.7	1	6

# (more compounds)
structure	PvdQ inh	Rtt109 HAT inh	MITF TRPM1 HTS	Wnt bcat act	SR-BI DiI inh	dFosB activator	SR-BI uptake up	CDK5 p35 inh	HTR5A ag	RTF Ca sens act
CCOc1ccc(CN(C)C(=O)c2ccc(S(=O)(=O)N(C)c3ccccc3OC)cc2)cc1	20	19	-3	0	2	-7	-2	-0.5	8	-4
CCOc1ccc(NC2=CC(=O)C(=O)c3ccccc32)cc1	-8	1	-102	15	21	-4	-21	1.8	-4	-8
CCCc1[nH]nc2c1C(c1ccoc1)C(C#N)=C(N)O2 (stereo unspecified)	-11	8	2	-1	-28	-5	28	-2.8	5	-2
Cc1csc(NC(=O)Nc2ccc(Cl)cc2)n1	3	-2	63	19	32	13	-32	-1.3	0	0
Cc1noc(C)c1NC(=O)N(C)C[C@H]1Oc2ccc(NS(=O)(=O)c3ccc(F)cc3)cc2C(=O)N([C@H](C)CO)C[C@@H]1C	-9	4	8	-1	x	4	x	-0.5	6	-9
Cc1cccc(-c2nc(CSc3nc4c(c(=O)[nH]3)CCC4)c(C)o2)c1	-2	6	-10	0	37	-14	-37	0.2	9	-3
CCc1nnc(NS(=O)(=O)c2ccc(NC(=S)NC(=O)/C=C/c3ccc(F)cc3)cc2)s1	21	3	6	1	16	-16	-16	0.4	1	5
O=C(CN1CCCCC1)Nc1cccc([N+](=O)[O-])c1	7	7	-2	x	-10	-1	10	0.9	0	2
COc1ccccc1OCC(=O)NNC(=O)c1cccs1	-8	-4	21	-2	-8	0	8	0.7	3	0
O=C(CNc1cc(S(=O)(=O)N2CCOCC2)ccc1NCC1CCCO1)Nc1ccc(F)c(F)c1 (stereo unspecified)	-25	2	0	-1	4	-1	-4	-3.8	-1	-1
CC(C)(C)NC(=O)C1(N2C(=O)c3ccccc3C2=O)CCCC1	14	13	-7	-3	-12	2	12	-0.8	-1	1
O=C(NC1CCCCC1)C(c1ccc2ncccc2c1)N(Cc1ccc2c(c1)OCO2)C(=O)c1ccc2c(c1)OCCO2 (stereo unspecified)	-13	x	4	6	-2	-7	2	-1.0	-2	-4
O=C(c1ccc2c(c1)OCO2)N1CCN(S(=O)(=O)c2ccc(Br)cc2Cl)CC1	-7	19	-4	-2	15	-1	-15	-0.1	11	-4
CC(OC(=O)Cc1coc2ccc3ccccc3c12)C(=O)NC(N)=O (stereo unspecified)	-16	4	-2	-4	x	-10	x	0.8	1	3
Cc1ccc(S(=O)(=O)n2nc(OC(=O)c3ccccc3C)cc2N)cc1	-14	-2	2	0	-15	-6	15	-7.5	7	-4
Cc1cccc(C(=O)NNC(=O)c2csc(N3CCOCC3)n2)c1C	-18	-7	0	-4	-5	6	5	-2.4	1	5
